Ins promoter up: MIN6 insulin promoter up-regulation; z-score at 5 µM; 190,000 tested, 0.3% active; MIN6 insulin promoter-GFP reporter, high-content imaging; hits give high values; AID 1625;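 active = z-score above 3 at 5 µM with at least 500 cells counted in the well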
bCat nuc transl: alters nuclear translocation of beta-catenin in HeLa cells; immunofluorescence imaging; 190,000 tested, 0.3% active; nuclear translocation activity, % at 5 µM; AID 1665;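 active = nuclear translocation activity above 50% at 5 µM, with a well cell count of 50 or more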;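 note: per-cell ratio of nuclear to cytoplasmic median beta-catenin stain intensity; plate controls were DMSO negative control for no effect and GSK-3 inhibitor IX positive control for full effect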
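Signal – beta-catenin immunofluorescence imaging with DAPI · Test system – human HeLa cell line · Dosing – 5 µM primary single dose, 0.1% DMSO, 0.02–20 µM confirmation series · Measure – % activation, nuclear-to-cytoplasmic median beta-catenin signal ratio per cell · Incubation – 24 h compound exposure at 37°C, 5% CO2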
Hep lipid drop: hepatic lipid droplet formation modulation; inhibition, % at 6.5 µM; 240,000 tested, 0.4% active; AML12 mouse hepatocytes, oleate lipid droplets, BODIPY imaging;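 active = lipid droplet intensity inhibited by at least 50%, with more than 500 cells counted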
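Assay system: AML12 mouse liver cells | Compound dosing: One dose, 6.5 µM compound | Read-out basis: Droplet intensity reduction, % inhibition | Measured by: Fluorescence imaging, 20x objective, two fields per well | Schedule: Overnight treatment with compound plus oleate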
T cell HTS: T cell immune modulation candidate; 330,000 tested, 0.068% active; calls only at 7 µM; 2C CD8+ T cell-vesicle binding, flow cytometry; hits give low values;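 active = response, share of CD8 T cells binding vesicles, and their 90th percentile fluorescence all below set limits, cut at about 80% in these data, passing the limit was not always enough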
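Test system: purified 2C TCR transgenic mouse naive CD8+ T cells. Probe or stimulus: QL9-peptide-loaded Drosophila micro-vesicles bearing Ld, ICAM-1 and B7-1. Incubation: binding step 1.5 h, 37 °C, antibody labelling 20 min, ice. Measured by: flow cytometry of vesicle-bound cells.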
Salmonella PhoP GFP: inhibitors of PhoP regulon expression, primary screen, Salmonella Typhimurium, GFP reporter (AID 1863). inhibition, % at 50 µM, or IC50 in µM where a hit was titrated. 300,000 tested, 0.16% active. S. Typhimurium PhoP-regulated promoter GFP reporter, 4 h; higher % means a stronger effect;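 active = inhibition over 29.93%, a cutoff 3 SD above the screen mean, later confirmed by dose response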;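 note: 0% = low Mg2+ inducing control and 100% = high Mg2+ repressing control; strong numbers were not always called active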
ER stress rescue: rescue of cells from ER stress-induced death, primary screen, 384-well, CSM14.1, thapsigargin, ATP luminescence (AID 1222); CSM14.1 thapsigargin-induced death rescue, ATP luminescence; higher % means a stronger effect; 190,000 tested, under 10 active; cellular ATP content (survival), % at 20 µM, or EC50 in µM where a hit was titrated;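 active = EC50 below 50 µM in the dose-response confirmation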;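 note: death triggered by thapsigargin at about 15 µM added after 2 h compound pretreatment; cell ATP read after overnight thapsigargin exposure of roughly 18 to 22 hours; normalized against plate controls of thapsigargin alone and 5% DMSO vehicle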
MT stabilizer: microtubule stabilization, imaging screen; % tubulin-high responders, % at 10 µM; 200,000 tested, 0.83% active; AID 2205; HeLa tubulin immunostaining HCS, 24 h; share of cells brighter than vehicle mean+2SD;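 active = plate Z-score above 3 for both tubulin-high and condensed-nucleus cell shares, with cell loss under 80%, at 10 µM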;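 note: anti alpha tubulin signal scored within the nucleus-defined area of each cell; some results filed as inactive read as strong as hits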
Autophagy HCS: alters autophagy in cells | 190,000 tested, 0.98% active | calls only at 10 µM (by protocol) | AID 463193 | MEF GFP-LC3 puncta imaging; test concentration mostly 10 µM;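 active = percentage of spot-positive cells more than 3 SD above its plate mean, without a fluorescence outlier flag or 80% toxicity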;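 note: spot-positive cell cutoff set from DMSO-treated cells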
Dynein transport: blocks dynein driven cargo transport along microtubules. z-score, hits read low. 3617.4 mouse cells, GR-EGFP nuclear translocation imaging; test concentration mostly 20 µM; stimulated with dexamethasone, 1 µM; hits give low values. 220,000 tested, 0.47% active;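 active = plate z-score of nuclear minus cytoplasmic receptor signal below a set negative limit, without overly bright fluorescence or cell loss, cut at about -3.5 in these data, passing the limit was not always enough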;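 note: z-score of nuclear minus cytoplasmic ring GR-EGFP intensity difference per well; some compounds called inactive have numbers as strong as hits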
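Medium: Induction medium lacking tetracycline, stripped serum | Probe or stimulus: 1.0 µM final dexamethasone stimulus | Schedule: 48 h induction, then 1 h compound, then 30 min agonist, 37 °C | Signal: Automated 10x imaging of fixed Hoechst-stained cells | Evaluation: Per-cell GR-EGFP intensity, nucleus versus surrounding cytoplasmic ring, well-averaged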
Dynein transport cytoplasmic EGFP: recorded beside Dynein transport, whose call it bears; z-score; measured here: cytoplasmic GR-EGFP intensity; hits give high values
Dynein transport nuclear GR-EGFP: also measured in Dynein transport; calls as there; z-score; measured here: nuclear GR-EGFP intensity;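 lower value marks the stronger effect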
Dynein transport cell count: second read-out of Dynein transport, no call of its own (marks repeat the call); z-score; measured here: cell count per field
Ins promoter up cell count: also measured in Ins promoter up; calls as there; cell count; measured here: cytotoxicity, nuclei count;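 total cells summed across four imaged fields per well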
Hep lipid drop cells 6.5 µM: second read-out of Hep lipid drop, no call of its own (marks repeat the call); cell count; measured here: cell count, cytotoxicity flag;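 cells counted across two imaged fields per well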
bCat nuc transl cell count 5 µM: second read-out of bCat nuc transl, no call of its own (marks repeat the call); cell count; measured here: cell count, cytotoxicity flag
T cell HTS vesicle-bound %: further read-out of T cell HTS, marked with its call; double positive events, %; measured here: CD8+ vesicle-bound cell fraction;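 binding gate set so that unloaded-vesicle control wells show 10% double positive cells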
MT stabilizer Hoechst-high %: also measured in MT stabilizer; calls as there; % Hoechst-high responders; measured here: nuclear condensation Hoechst responders;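 share of cells brighter than vehicle mean plus two SD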
MT stabilizer cytotoxicity %: also measured in MT stabilizer; calls as there; toxicity, %; measured here: cytotoxicity by cell density;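 0% = mean cell density of plate MIN control wells and 100% = no cells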
Autophagy HCS cell loss 18 h: also measured in Autophagy HCS; calls as there; toxicity, %; measured here: cell loss, nuclei count;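 cell loss after 18 h compound exposure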
* = called active by the depositor; i = inactive; / = no result given.

structure,Ins promoter up,Ins promoter up cell count,bCat nuc transl,bCat nuc transl cell count 5 µM,Hep lipid drop,Hep lipid drop cells 6.5 µM,T cell HTS,T cell HTS vesicle-bound %,Salmonella PhoP GFP,ER stress rescue,MT stabilizer,MT stabilizer Hoechst-high %,MT stabilizer cytotoxicity %,Autophagy HCS,Autophagy HCS cell loss 18 h,Dynein transport,Dynein transport cytoplasmic EGFP,Dynein transport nuclear GR-EGFP,Dynein transport cell count
O=C(CSc1ccc(Cl)cc1)NCc1ccco1,-0.01,1427,-1.6,1029,-10,700,i,25,-3%,0.0%,/,/,/,i,9,0.78,-0.3,0.71,0.35
Cc1c([C@H]2[C@@H](CC#N)C2(C)C)c2ccccc2n1C,-0.59,1262,/,/,4,636,i,43,7%,/,3.3,1.6,2.3,i,4,-0.24,-0.26,-0.85,1.3
CCOC(=O)CC(=O)CSc1nc2cc(C)ccc2cc1C,/,/,1.4,1110,-4,602,i,32,-2%,-1.4%,2.6,1.8,7.9,i,5,-1,-0.17,-0.33,0.53
CN(C)C(=O)c1noc2cc([N+](=O)[O-])ccc12,-0.41,1752,-5.0,1125,7,605,i,49,9%,2.7%,0.4,2.7,8.3,i,8,2,-0.18,0.32,-1
CC(C)Oc1ccc(C(CC(=O)NCCCN(C)C)c2ccc(F)cc2)cc1 (stereo unspecified),-0.52,1255,1.9,478,1,678,i,23,6%,-1.8%,2.4,2.1,4.0,i,19,-0.26,-0.27,-0.22,1.2
Cc1ccc(S(=O)(=O)N(CC(=O)N2CCC(C)CC2)c2ccccc2)cc1,0.99,1444,-0.7,1576,-9,757,i,49,2%,15%,2.9,2.1,0.8,i,-1,-0.69,-0.23,-0.2,-0.044
O=C(Cc1cccc2ccccc12)NCCOc1ccccc1F,0.28,1466,-1.8,1056,-4,748,i,44,/,-1.3%,2.4,1.8,6.4,i,-8,-0.29,-0.3,0.31,0.22
C=CCn1c(N2CCOCC2)nc2c1c(=O)[nH]c(=O)n2C,-0.88,1285,1.2,1146,5,688,i,29,-3%,/,3.1,1.3,6.6,i,22,-0.46,-0.27,-0.12,0.56
CCC(=O)Nc1cccc(C(=O)/C=C/c2ccccc2)c1,-0.02,1604,-0.1,1313,/,/,i,10,7%,-1.1%,3.6,2.4,5.8,i,-23,-1,-0.074,0.083,-0.19
Cn1cc(Cl)c(-c2nc3ccccc3[nH]2)n1,/,/,/,/,13,852,i,20,-3%,-2.1%,2.5,1.3,0.7,i,-6,-0.76,-0.16,-0.071,-0.23
O=C(COC(=O)CCC(=O)c1cccs1)Nc1ccccc1[N+](=O)[O-],-0.55,1298,-3.5,1131,10,641,i,20,-5%,2.2%,4.6,4.0,8.9,i,0,-0.65,-0.29,0.073,0.59
CC(=C/C(=O)O)/C=C/c1ccc([N+](=O)[O-])cc1,2.5,1473,0.8,916,2,624,i,46,-20%,-1.6%,3.5,3.0,11,i,5,0.3,-0.29,0.024,0.24
CCCCn1c(CN2C(=O)c3ccccc3C2=O)nc2ccccc2c1=O,-0.21,1349,-6.9,1029,/,/,i,14,-17%,2.3%,1.1,1.4,7.5,i,7,-0.071,-0.2,-0.22,0.2
N/C(=N\OC(=O)CCC1CCCC1)c1cccc([N+](=O)[O-])c1,-0.07,1438,0.8,1121,11,656,i,4,1%,-0.2%,2.9,2.5,10,i,7,1.2,0.035,1,-1.5
OCC(O)CN1CCCC1 (stereo unspecified),0.28,1120,-0.1,1364,-8,759,i,59,0%,/,/,/,/,/,/,-0.13,-0.27,-0.17,0.25
Cc1cccc(NC(=O)N2CCC(c3nc4ccccc4o3)CC2)c1,-0.26,1553,-8.3,996,/,/,i,44,-8%,0.9%,2.6,2.3,7.2,i,-11,0.099,-0.15,0.33,0.23
O=C(c1cc(N2C(=O)C3C4CCC(C4)C3C2=O)ccc1Cl)N1CCN(c2ccc(F)cc2)CC1 (stereo unspecified),0.11,1379,-1.3,1114,7,608,i,54,0%,-2.0%,2.0,2.7,15,i,9,0.54,-0.17,0.64,-1.5
CCc1ccc2oc(-c3cc(N=Cc4cccc(OC)c4O)ccc3O)nc2c1,0.5,1883,1.1,1091,-19,513,i,62,4%,-5.6%,5.5,0.9,4.0,i,-34,-0.55,-0.29,-0.32,0.24
Cc1ccc(-n2cc(C(C)(C)C)[nH]c2=S)cc1,-0.09,1468,-0.2,1393,/,/,i,49,3%,-1.7%,3.2,1.7,2.2,/,/,-0.24,-0.22,0.19,0.34
CCOC(=O)Cc1cc(-c2ccc(OC)cc2)nc2ccc3ccccc3c12,-1.3,1500,0.6,1089,-6,649,i,41,-11%,-1.5%,1.9,2.0,10,i,0,0.21,-0.26,0.21,0.51
COc1ccc(-c2nc3ccccc3c(=O)n2NC(=S)N(C)C)cc1,-0.74,1426,-2.7,1069,24,651,i,46,-13%,5.6%,3.8,2.9,12,i,-4,-0.54,-0.21,-0.42,-0.78
C=C1N(c2ccccc2)C(=O)OC1(C)C,0.47,1496,-1.7,1112,4,637,i,7,-9%,1.1%,2.9,3.3,5.1,i,15,0.14,-0.19,-0.086,0.27
OC(CNC1CCCCC1)CN1CCN(CC(O)CNC2CCCCC2)CC1 (stereo unspecified),0.67,1186,0.3,1154,1,813,/,/,/,0.0%,/,/,/,/,/,/,/,/,/
O=C(Cc1ccccc1)NNC(=O)c1cnccn1,/,/,0.6,933,-1,585,i,38,-9%,-1.4%,3.1,2.2,9.1,i,-6,0.16,-0.09,0.61,-0.83
O=C(/C=C/c1ccc(Cl)cc1)NCc1cccs1,-0.99,1308,/,/,-4,683,i,35,-2%,-2.4%,5.4,2.1,0.5,i,3,-0.76,-0.045,-0.16,0.4
COC(=O)CC1COc2ccccc2N1C(=O)c1cccc(Cl)c1 (stereo unspecified),0.21,1290,-2.3,1371,/,/,i,23,19%,6.5%,1.3,1.5,11,i,13,0.06,-0.16,-0.32,0.13
CCOC(=O)c1cncc(NC(=O)c2ccccc2)c1,-0.75,1529,-0.4,1413,/,/,i,50,-3%,-1.2%,2.3,2.6,4.6,/,/,0.12,-0.19,0.38,-0.24
O=C(NCN1CCCCC1)c1cccnc1,0.16,1131,-1.8,1093,-14,569,i,17,10%,/,4.2,2.4,0.3,i,-1,-0.02,-0.27,-0.21,-0.092
Cc1cc2cc(C(=O)N3CCc4c([nH]c5ccccc45)C3c3ccccn3)ccc2o1 (stereo unspecified),1.2,911,0.5,1344,0,668,i,43,-10%,/,/,/,/,/,/,-0.47,-0.24,0.56,-0.36
CCC(CC)C(=O)Nc1ccncc1,-0.19,1499,0.9,1523,-6,666,i,5,-8%,1.3%,3.2,2.0,18,i,3,-0.088,2.6,1,-0.87

Taken from above.
`OC(CNC1CCCCC1)CN1CCN(CC(O)CNC2CCCCC2)CC1` (stereo unspecified) in ER stress rescue is listed with 0.0%
`Cc1ccc(S(=O)(=O)N(CC(=O)N2CCC(C)CC2)c2ccccc2)cc1` in Ins promoter up is listed with 0.99

Assay outcomes deposited in PubChem BioAssay by several laboratories.

No enrichment for hits. Share with any hit: about 3%.
